# Source: PubChem BioAssay (several laboratories)
# OXTR ag – agonists of human oxytocin receptor; AID 2435; activation, % at 3 µM; 320,000 tested, 0.32% active; P30559; CHO-OTR cells, Fluo-8 calcium fluorescence; normalized: DMSO 0%, oxytocin 100%;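 active = activation above the mean of all tested compounds plus 3 SD, cutoff set per screening run, cut at about 20% in these data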;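 note: peak over basal fluorescence ratio from a 100 s FLIPR kinetic read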
# Target sequence (P30559 whole entry, looked up): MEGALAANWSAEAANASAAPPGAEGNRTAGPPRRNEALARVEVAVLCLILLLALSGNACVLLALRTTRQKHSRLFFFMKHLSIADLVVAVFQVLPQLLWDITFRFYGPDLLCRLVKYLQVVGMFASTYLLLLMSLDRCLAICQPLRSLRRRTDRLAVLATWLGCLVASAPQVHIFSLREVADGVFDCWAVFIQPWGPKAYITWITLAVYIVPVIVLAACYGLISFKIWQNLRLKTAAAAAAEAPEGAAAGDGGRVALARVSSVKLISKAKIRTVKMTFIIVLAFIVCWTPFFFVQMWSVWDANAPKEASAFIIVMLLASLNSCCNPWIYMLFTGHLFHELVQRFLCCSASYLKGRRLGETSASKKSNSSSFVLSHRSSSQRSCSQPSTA
# OXTR potentiate – potentiators of human oxytocin receptor; P30559; CHO-OTR cells, Fluo-8 calcium fluorescence, potentiator mode; 0% = oxytocin EC15, 100% = EC100; activation, % at 3 µM; 320,000 tested, 0.061% active; AID 2445;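 active = activation above that plate's cutoff, the mean activation of tested compounds plus 3 SD, cut at about 6.6% in these data, passing the limit was not always enough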;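 note: 100% uses oxytocin at 75 nM as the full agonist control; some results filed as inactive read as strong as hits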
#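 Material: CHO-OTR cells, human receptor; compound dosing: single dose, 3.0 µM nominal final compound concentration; schedule: 6 min compound pre-incubation at room temperature, 100 s kinetic read; measured by: kinetic Fluo-8 calcium fluorescence; read-out basis: % activation vs EC15 and EC100 oxytocin; controls: EC15 oxytocin alone as 0%, 75 nM oxytocin as 100%; replicates: singlicate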
# M18AAP inhibitor – blocks P. falciparum M18 aspartyl aminopeptidase; inhibition, % at 7.35 µM; AID 1822; 290,000 tested, 1.2% active; recombinant PfM18AAP, H-Glu-NHMec fluorogenic cleavage;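 active = inhibition above the campaign mean inhibition over all tested compounds plus 3 SD, cut at about 28% in these data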;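 note: 0% = plate median of test compound wells and 100% = 2 mM ZnCl2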
# NALP1 inh – inhibitors of NALP1 inflammasome in yeast; inhibition, % at 10 µM; S. cerevisiae NALP1/ASC/caspase-1 growth, X-gal OD620, 72 h; 280,000 tested, 0.61% active; AID 2071; in the data active = inhibition mostly above about 24%, no sharp cut-off; inactive = mostly below about 32%; note: some compounds called inactive have numbers as strong as hits
# GPR7 antagonist – blocks human GPR7 receptor signaling; P48145; inhibition, % at 4.4 µM; GPR7-expressing cells, fluorescence antagonist assay; 290,000 tested, 1.1% active; AID 1861; in the data active = inhibition above about 16%, passing the limit was not always enough;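 note: cells stimulated with the agonist NPW; 0% = agonist with vehicle and 100% = vehicle without agonist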
# MEKK2mut PB1 HTS – signal of MEK5 binding to mutant human MEKK2 PB1 domain; bead flow cytometry, Alexa488-MEK5 binding to MEKK2 mutant; percent response, % at 10 µM; 290,000 tested, 0.35% active; in the data active = percent response above about 24%, passing the limit was not always enough; note: inactives centre near 1; some results filed as inactive read as strong as hits
# MEKK2 WT-MEK5 – raises or lowers MEK5 binding to wildtype human MEKK2 PB1 domain; Q9Y2U5; bead flow cytometry, Alexa488-MEK5 binding to MEKK2 WT; actives lie on both sides; binding response (% of control), % at 10 µM; 290,000 tested, 1.1% active; in the data active = binding response below about 67% or above about 130%
# V1aR counter – counter-screen for oxytocin receptor agonists: human V1a receptor agonists. P37288. AID 2797. CHO-V1R cells, Fluo-8 calcium fluorescence, agonist mode; 0% DMSO, 100% 3 nM vasopressin. activation, % at 3 µM. 320,000 tested, 0.25% active;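 active = activation above the mean activation of all tested compounds plus 3 SD, per screening run, cut at about 20% in these data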;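 note: signal is peak over basal fluorescence ratio across a 100 second FLIPR read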
# Target sequence (P37288 whole entry, looked up): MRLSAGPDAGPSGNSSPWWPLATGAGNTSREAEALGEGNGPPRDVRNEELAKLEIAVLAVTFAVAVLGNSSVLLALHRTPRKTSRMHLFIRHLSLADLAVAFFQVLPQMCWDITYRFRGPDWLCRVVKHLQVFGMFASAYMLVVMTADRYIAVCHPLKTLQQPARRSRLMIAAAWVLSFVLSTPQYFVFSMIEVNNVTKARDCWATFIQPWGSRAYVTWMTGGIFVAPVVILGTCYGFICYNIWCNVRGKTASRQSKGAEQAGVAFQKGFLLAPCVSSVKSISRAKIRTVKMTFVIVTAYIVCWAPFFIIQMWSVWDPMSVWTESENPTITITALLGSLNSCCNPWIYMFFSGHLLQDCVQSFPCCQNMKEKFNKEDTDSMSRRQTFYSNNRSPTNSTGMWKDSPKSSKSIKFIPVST
# GalR3 antagonist – blocks the human galanin receptor 3. HEK293 GalR3-CNG cAMP membrane potential fluorescence; galR3 body fused to GalR1 C-terminus. inhibition, % at 3 µM. 360,000 tested, 0.44% active. AID 651719;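 active = inhibition above the screen-wide average plus 3 SD, cut at about 13% in these data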;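 note: forskolin and galanin both at EC90 stimulate the cells; cAMP rise reported by CNG channel membrane potential dye signal; 0% = forskolin plus galanin with DMSO and 100% = forskolin alone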
# Target sequence (O60755 1-299 limits assumed): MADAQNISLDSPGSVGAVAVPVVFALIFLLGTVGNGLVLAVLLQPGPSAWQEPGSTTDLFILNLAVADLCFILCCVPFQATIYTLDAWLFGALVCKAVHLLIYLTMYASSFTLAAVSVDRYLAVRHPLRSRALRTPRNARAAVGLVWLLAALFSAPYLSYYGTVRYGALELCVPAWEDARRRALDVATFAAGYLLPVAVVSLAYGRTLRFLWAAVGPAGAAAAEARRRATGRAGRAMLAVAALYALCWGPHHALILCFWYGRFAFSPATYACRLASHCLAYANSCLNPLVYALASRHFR
# Starred values were filed as active, the others as inactive; . = no result given.
SMILES,OXTR ag,OXTR potentiate,M18AAP inhibitor,NALP1 inh,GPR7 antagonist,MEKK2mut PB1 HTS,MEKK2 WT-MEK5,V1aR counter,GalR3 antagonist
Cc1ccc(C)c(NC(=O)c2ncn[nH]2)c1,0.1,-2,5,0,5,0,100,0.1,-5
CCOc1ccc(NC(=O)CSc2nnc(-c3ccccn3)n2C)cc1,-1.0,0,-5,-12,-10,2,104,-0.5,-2
CCOc1cc(C)nc(NCc2ccccc2)n1,-1.1,-2,-12,0,-13,3,105,-1.4,-1
CCOC(=O)c1[nH]c2ccccc2c1NC(=O)C1CCCCC1,0.3,1,-3,24,-3,-12,83,-0.8,-6
CC(=O)c1cn(CC(=O)Nc2ccc(C)c(C)c2)c2ccccc12,7.3,-23,-9,0,-11,-1,102,7.5,-5
O=C(c1ccco1)N1CCN(C(=O)C(c2ccccc2)c2ccccc2)CC1,-1.9,-11,5,6,3,4,105,0.8,-3
COc1ccc(CCN2CC(C(=O)NCCCn3nc(C)cc3C)CCC2=O)cc1 (stereo not drawn),0.1,-7,5,25,-2,-3,95,0.5,-8
COc1ccc(CCN2C(=O)c3ccccc3C2(O)c2ncc[nH]2)cc1OC (stereo not drawn),-0.4,-15,-2,-119,-8,3,99,0.3,-6
Cc1ccc(Sc2c(C(=O)Nc3ccc(F)cc3F)c(C(F)(F)F)nn2C)cc1,0.0,-6,-1,-2,4,-7,104,0.4,-6
Cn1c(N)c(Sc2ccccc2[N+](=O)[O-])c(=O)n(C)c1=O,0.4,-3,7,-11,1,11,107,0.9,-7
COc1ccc(CCNC(=S)NC2CCN(Cc3ccccc3)CC2)cc1OC,3.2,-1,-2,17,-1,13,116,1.0,-5
COC(=O)c1c(NC(C)=O)sc(C(=O)Nc2ccccc2OC)c1C,-2.6,-7,-3,-4,-11,-12,92,-1.0,0
CCc1ccc(NC(=S)Nc2ccc3cn[nH]c3c2)cc1,0.8,-1,9,28,-7,1,98,1.4,4
COc1ccc(Br)cc1CNCC1CCCO1 (stereo not drawn),0.0,1,-1,13,-2,1,104,1.6,-11
NNc1nc(-c2ccccc2)c2cc(Cl)ccc2n1,-1.9,-4,19,-21,-9,2,99,0.1,2
Cc1ccc(C)c(S(=O)(=O)N2CCCC2CNC(=O)c2ccc([N+](=O)[O-])cc2)c1 (stereo not drawn),-0.7,-3,.,.,.,.,.,0.5,-1
C=C1CCN(c2ccc(C(=O)NCCC)cc2[N+](=O)[O-])CC1,-1.6,-7,.,.,.,2,101,2.1,-4
O=[N+]([O-])c1ccc(COn2nnc3ccccc32)cc1,-2.2,-19,-15,-4,3,-2,94,-1.2,-1
COc1cc(NC(=O)CN(C)S(=O)(=O)c2cccs2)cc(OC)c1,-1.0,0,-6,4,4,4,94,0.7,-1
CCOC(=O)c1ccc(NC(=S)NNC(=O)c2cc(-c3cccnc3)nc3ccccc23)cc1,-1.5,-8,-7,9,-13,-1,99,-0.8,-2

# Looked up one by one from the list above, two records:
SMILES,OXTR ag,OXTR potentiate,M18AAP inhibitor,NALP1 inh,GPR7 antagonist,MEKK2mut PB1 HTS,MEKK2 WT-MEK5,V1aR counter,GalR3 antagonist
O=[N+]([O-])c1ccc(COn2nnc3ccccc32)cc1,-2.2,-19,-15,-4,3,-2,94,-1.2,-1
COc1ccc(CCN2C(=O)c3ccccc3C2(O)c2ncc[nH]2)cc1OC (stereo not drawn),-0.4,-15,-2,-119,-8,3,99,0.3,-6

# (list continues)
SMILES,OXTR ag,OXTR potentiate,M18AAP inhibitor,NALP1 inh,GPR7 antagonist,MEKK2mut PB1 HTS,MEKK2 WT-MEK5,V1aR counter,GalR3 antagonist
Cc1cc(N2CC(C)OC(C)C2)nc(C(C)C)n1 (stereo not drawn),0.2,-6,8,-7,1,-1,99,0.2,0
COc1cccc(N2C(=O)CC(Nc3ccc(N4CCOCC4)cc3)C2=O)c1 (stereo not drawn),0.3,-3,29*,37,2,0,101,1.1,.
COc1ccc(-c2cn[nH]c2-c2ccc(OCc3ccc([N+](=O)[O-])cc3)cc2O)cc1,1.2,-9,-10,20,2,8,110,0.9,-8
O=C(NCC(c1ccco1)N1CCN(c2ccc(F)cc2)CC1)C1CCCCC1 (stereo not drawn),-1.2,0,.,.,.,.,.,-1.9,-2
O=C(NCCc1nnc2ccc(NCc3ccc(F)cc3)nn12)c1ccccc1,0.4,-18,-9,-14,-13,1,104,0.0,-3
CSc1nc(-c2ccccc2)nc(N)c1C(C)=O,-1.3,-7,5,16,-6,.,.,-1.1,.
Cc1cccc2sc(NC(=O)c3ccc(NS(=O)(=O)c4cccs4)cc3)nc12,-0.8,-7,-10,21,-17,-2,107,-1.1,-6
COc1cccc(-n2cnnc2SC(C)C(=O)NC2CCCC2)c1 (stereo not drawn),-0.6,-7,.,.,.,.,.,0.6,-7
CC(C)CC(NC(=O)C1CCCCC1)C(=O)NC(C)c1ccccc1 (stereo not drawn),-2.0,-13,-9,11,10,10,107,-0.2,-11
O=[N+]([O-])c1cccc(CNC2CCCCCC2)c1,1.1,-19,-3,12,6,-6,94,0.4,0
COc1ccc(NC(=O)CC2C(=O)Nc3ccccc3N2CC(=O)N2CCCC2)cc1 (stereo not drawn),-0.2,5,.,.,.,.,.,0.3,-6
COc1cccc(/C=N/N(C)C2=NS(=O)(=O)c3ccccc32)c1O,0.2,-9,5,9,-14,11,106,-0.9,-8
Cc1cc(C[n+]2ccsc2N)c2ncccc2c1,1.1,1,-3,.,9,-12,93,-0.5,-3
CC1CCN(C(C)C(=O)Nc2ccc(S(=O)(=O)N3CCCC3)cc2)CC1 (stereo not drawn),2.0,-5,.,.,.,.,.,1.0,-4
COC(=O)c1sccc1NC(=S)N1C(C)CCCC1C (stereo not drawn),0.1,-5,3,17,2,-17,83,-1.0,-3
Cc1ccc(CCNC(=O)c2cccc(NC3=NC4CS(=O)(=O)CC4S3)c2)cc1 (stereo not drawn),-0.1,1,0,-1,-11,-2,101,-1.1,.
CCO[C@@H]1OC(C(=O)N2CCN(Cc3ccc4c(c3)OCO4)CC2)=C[C@H](c2ccc(C(F)(F)F)cc2)[C@H]1CCCO,1.8,-7,0,-2,-7,5,107,-0.3,-5
Cc1cc([N+](=O)[O-])nn1CC(=O)N/N=C/c1ccc(O)cc1O,-0.2,-10,6,.,-10,3,104,-0.3,-6
CC1CCN(C(=O)CN(c2ccc(Oc3ccccc3)cc2)S(C)(=O)=O)CC1,12,-10,9,18,-14,-3,92,5.9,-7
O=C(Nc1ccccc1C(F)(F)F)c1ccsc1,-0.9,-8,4,0,-11,5,102,0.1,-7
O=C(Nc1ccc2c(c1)OCCO2)c1ccco1,-0.5,0,1,4,-5,0,98,1.4,-8
COc1ccc(CC2(C)OC(c3ccncc3)=NN2C(C)=O)cc1 (stereo not drawn),1.1,-7,2,-4,-5,-1,103,0.7,-2
COc1ccc(NC(=O)c2nc[nH]c2C(=O)N[C@@H](CC(C)C)C(=O)OC(C)(C)C)cc1,-1.2,-7,.,.,.,3,70,1.1,-3
O=C(Nc1ccc(C(=O)N2CCCCC2)cc1)C1=CSCCO1,0.5,-5,2,16,-9,2,99,0.4,-1
O=C(NCc1ccccc1)C1COc2ccccc2O1 (stereo not drawn),-1.0,-1,-4,31,2,4,97,-0.3,-3
O=C(Cc1ccccc1)NCC(=O)OCC(=O)c1ccc(Cl)c([N+](=O)[O-])c1,0.5,-11,8,18,-3,2,97,1.1,-7
CCC(=O)Nc1nnc(S(=O)(=O)N2CCCCCC2)s1,1.0,-2,1,11,-8,2,103,0.4,2
COC(=O)c1cnc(SCC(=O)c2ccccc2)n1C,0.5,-4,0,11,-8,0,101,0.9,-11
Cc1ccc(CC(=O)N2CCN(c3ccccc3F)CC2)cc1,-2.1,-4,0,-2,10,0,100,0.0,-1
CC(=O)c1ccc(N2CCN(C(=O)CCS(=O)(=O)c3ccc(C)cc3)CC2)cc1,2.5,-14,-2,-3,-7,6,106,6.5,0
CCC(O)(CC)C(=O)N(Nc1ccc(C)cc1)c1ccc(C)cc1,-1.1,-10,-1,6,-3,6,104,-0.6,-10
Nc1cc(=O)[nH]c(SCc2cccc(Cl)c2)n1,1.3,-5,-4,-3,-12,3,101,2.2,4
CCOC(=O)C(Cc1ccccc1)NC(=O)CCc1nnc2ccc(N3CCCC3)nn12 (stereo not drawn),-0.8,-19,1,3,-1,-4,100,-0.7,-7
Cc1ccc(Cn2c(C3CCCN3c3nc(C)cs3)nc3cc(C(=O)NCCCO)ccc32)cc1 (stereo not drawn),0.7,-5,.,.,.,2,98,0.2,-6
CN1CCN(c2nc(-c3cccs3)nc3ccccc23)CC1,0.6,-11,-6,18,9,-5,90,0.2,-9
CC(Oc1ccccc1Cl)C(=O)N(Cc1ccco1)C1CCS(=O)(=O)C1 (stereo not drawn),0.3,-5,1,18,1,-2,96,-0.8,-9
COc1ccc(C2NCCc3c2[nH]c2ccccc32)cc1CN1CCc2cc(OC)c(OC)cc2C1C (stereo not drawn),.,.,-1,.,17,20,172*,.,.
CCOC(CNC(=O)C1CCN(S(=O)(=O)c2ccc3nc4c(c(C(=O)O)c3c2)CC(C)CC4)CC1)OCC (stereo not drawn),-0.4,1,-2,8,-22,1,100,-0.5,-9
CCCCn1c(N)c(N(CCOC)C(=O)COc2ccc(OCC)cc2)c(=O)[nH]c1=O,0.1,-2,.,.,.,.,.,-0.1,3
CC(C)CN1CCN=C1Nc1ccccc1,-1.0,-5,-10,22,-10,7,105,0.4,-4

# Some of these compounds in order of the NALP1 inh value, highest first:
SMILES	NALP1 inh
CC(C)CN1CCN=C1Nc1ccccc1	22
CN1CCN(c2nc(-c3cccs3)nc3ccccc23)CC1	18
CCOC(=O)C(Cc1ccccc1)NC(=O)CCc1nnc2ccc(N3CCCC3)nn12 (stereo not drawn)	3

# The list goes on.
SMILES,OXTR ag,OXTR potentiate,M18AAP inhibitor,NALP1 inh,GPR7 antagonist,MEKK2mut PB1 HTS,MEKK2 WT-MEK5,V1aR counter,GalR3 antagonist
CCSc1nc2sc3c(c2c(=O)n1-c1ccccc1)CCN(C(C)C)C3,.,.,11,18,-12,5,106,.,-3
O=C1CCCc2nc(N3CCN(c4ccccc4)CC3)ncc21,2.2,-11,4,17,-12,-3,95,2.0,-3
COc1ccc(-n2c(SCC(=O)Nc3ccccc3)nnc2-c2ccoc2C)cc1,-1.6,-11,-5,.,-1,-1,97,-1.5,-7
CC(NC(=O)c1cc(S(=O)(=O)N2CCOCC2)ccc1F)c1ccc(-n2ccnc2)cc1 (stereo not drawn),1.6,-5,.,.,.,.,.,0.3,-5
C/C(=N\NC(=S)NC(C)C)c1ccc2c(c1)OCCO2,-0.6,3,-9,7,0,0,95,-1.1,0
CCOC(=O)C1=C(C)N=c2s/c(=C\c3ccc(OCC(=O)O)cc3)c(=O)n2C1c1ccccc1OC (stereo not drawn),-0.3,-3,13,15,-11,2,106,1.0,7
O=C(/C=C/c1ccc2c(c1)OCO2)NCCS(=O)(=O)N1CCN(c2ccc(F)cc2)CC1,0.3,-3,.,.,.,.,.,3.3,-6
CCCCn1c(CNC(=O)c2cccs2)nc2ccccc21,-2.0,2,3,-3,-14,9,113,-1.1,.
O=C(NNS(=O)(=O)c1ccccc1[N+](=O)[O-])c1cccc([N+](=O)[O-])c1,1.4,2,10,36,-5,-4,92,0.4,-3
O=C(Nc1cccc(O)c1)c1cc(-c2ccccc2Cl)on1,15,-14,-9,17,-1,0,102,4.5,-8
CN(C)c1ncnc2c1ncn2C1OC(CO)C(O)C1O (stereo not drawn),0.4,-2,-1,11,-7,12,103,-0.2,0
